# Compound activity (PubChem BioAssay)
# PAX8 inh HTS – inhibitors of PAX8 transcriptional activity in RMG-I cells; RMG-I TPO-luciferase reporter, SteadyGlo, 24 h; inhibition, % at 12.6 µM; actives 1.2% (n = 360,000);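 active = mean replicate inhibition at least 60% with every replicate also reaching 60%; inconclusive = only one of the two criteria is met; inactive = mean below 60% and not all replicates reaching 60%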;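 note: luciferase light reporting Pax8 driven TPO promoter activity; plate controls were median of neutral control wells for no effect and mitoxantrone controls for full effect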
# DENV2 CPE rescue – DENV2-induced cell death inhibition; CPE inhibition, % at 9.99 µM; actives 1.7% (n = 350,000); DENV2-infected cells, cytopathic effect rescue, plate reader; in the data active = CPE inhibition above about 20%, passing the limit was not always enough; inconclusive = no clear call, values can overlap the other calls; tested in BHK-21 cells;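 note: 0% = median of neutral control wells and 100% = median of positive control wells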
# XiGFP reactiv – X-chromosome reactivation activator. XiGFP mouse fibroblasts, % GFP-positive cells imaging, 3 d; cells co-treated with 5-aza-dC sensitizer; scaled so ellipticine positive control = 100%. activation, % at 7.58 µM. actives 0.055% (n = 360,000);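 active = mean normalized replicate activation at least 10% and every replicate at or above 10%; inconclusive = only one of the two criteria met; inactive = mean below 10% and not all replicates reach 10%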;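 note: 0% = median of on-plate neutral control wells and 100% = ellipticine 6 µM median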
#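 Schedule: 3 d treatment, 15 min room-temperature fixation; system: 68-5-11 XiGFP fibroblast line; buffer or medium: DMEM plus 5-aza-dC sensitizer; control set: ellipticine 6 µM positive control; compound: one concentration, pinned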
# ERp5 block – ERp5 (human) disulfide isomerase inhibition. Q15084. ERp5 insulin aggregation, absorbance 650 nm, 90 min. inhibition, % at 9.99 µM. actives 0.05% (n = 350,000). AID 651711;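 active = mean replicate inhibition above about 25%, with every replicate also reaching it, limit read from the data, passing the limit was not always enough; inconclusive = only one of those two criteria met; inactive = neither criterion met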
# Target sequence (Q15084 whole entry, looked up): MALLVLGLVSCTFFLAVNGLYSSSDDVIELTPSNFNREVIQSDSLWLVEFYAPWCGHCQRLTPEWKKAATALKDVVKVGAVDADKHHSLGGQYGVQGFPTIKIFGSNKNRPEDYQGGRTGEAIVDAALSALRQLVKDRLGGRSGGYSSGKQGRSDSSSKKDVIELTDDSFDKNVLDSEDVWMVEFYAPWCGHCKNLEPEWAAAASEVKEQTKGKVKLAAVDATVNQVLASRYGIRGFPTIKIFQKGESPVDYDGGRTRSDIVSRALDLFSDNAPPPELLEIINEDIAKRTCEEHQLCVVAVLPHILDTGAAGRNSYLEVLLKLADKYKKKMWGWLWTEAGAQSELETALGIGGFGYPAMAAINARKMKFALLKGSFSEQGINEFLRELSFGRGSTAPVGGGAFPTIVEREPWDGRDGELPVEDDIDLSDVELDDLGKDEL
# CFTR F508del cor – correctors of CFTR F508del function in bronchial epithelial cells. CFBE cells, YFP halide quenching; stimulated with forskolin plus potentiator P3; % fluorescence drop versus neutral controls. activity (quench increase), % at 7.58 µM. actives 0.36% (n = 350,000). AID 720511;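 active = mean added fluorescence quench of at least 8% versus neutral control, with both replicates also reaching 8%; inconclusive = only one of the mean or replicate conditions met; inactive = mean below 8% and not both replicates reaching 8%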;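 note: cells transiently co-express mutant CFTR-F508del with the halide-sensitive YFP; corrector assay measuring rescue of mutant channel to the surface after 24 h compound exposure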
# EWS-Fli block – blocks EWS/Fli oncoprotein-driven transcription | A673 NR0B1-luciferase reporter, viability-normalised | inhibition, % at 12.6 µM | actives 0.67% (n = 350,000);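 active = mean inhibition of at least 50% after viability correction, with every replicate also passing that limit; inconclusive = mean reaches 50% but only one of two replicates passes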;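 note: firefly luciferase signal divided by Alamar Blue viability fluorescence both relative to DMSO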
# ARNT-TACC3 inh – disruptors of human ARNT/TACC3 interaction. Q9Y6A5. AlphaScreen His-ARNT PAS-B/GST-TACC3 binding, luminescence; TACC3 fragment carries E629A point mutation. actives 0.66% (n = 390,000). inhibition, % at 9.99 µM;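 active = mean inhibition of replicates at least 50% and at least half of replicates each reaching 50%; inconclusive = half or more replicates reach 50% but mean below 50%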;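 note: 0% = complete ARNT plus TACC3 wells and 100% = ARNT alone without TACC3; many hits fall short of the cut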
# INS-1E GSIS act – GLuc luminescence reporter in INS-1E cells, primary screen for activators of glucose-dependent secretion of insulin; INS-1E GLuc reporter insulin secretion, 2-3 h; activation, % at 16.6 µM; actives 0.61% (n = 370,000);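 active = lowest replicate activation of at least 40%, so every replicate reaches that level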;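 note: 0% = median of neutral control wells and 100% = median of IBMX positive control wells; some compounds called inactive have numbers as strong as hits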
# * = called active by the depositor; ? = inconclusive; · = not tested or not shown; & = joins results of further samples.
SMILES,PAX8 inh HTS,DENV2 CPE rescue,XiGFP reactiv,ERp5 block,CFTR F508del cor,EWS-Fli block,ARNT-TACC3 inh,INS-1E GSIS act
Cc1ccc(N=Nc2c(N)n[nH]c2N)cc1,-78,-7,0.0,-3,-2.0,-88,3,9
O=C(CCNC(=O)N1CC(=O)Nc2ccccc21)NCc1cccc(C(F)(F)F)c1,-18,-10,0.5,7,2.8,1,·,18
O=S(=O)(c1ccc(NC(=S)NCc2ccncc2)cc1)N1CCCCC1,-1,-2,0.0,2,-17,22,-7,-17
Brc1ccc(-c2csc(NC3=NCCCCC3)n2)cc1,-92,-4,-0.2,0,·,-31,-4,·
CC1CCCN(CCCNC(=O)C2CCCN(c3ncnc4c3nc3n4CCCCC3)C2)C1 (stereo not drawn),-12,-2,0.0,-5,-1.0,7,-4,13
CC1CCCCC1NC(=O)CN(C)S(=O)(=O)c1ccc2c(c1)c(=O)n(C)c(=O)n2C (stereo not drawn),16,4,0.2,5,1.6,3,-3,34
O=C(c1ccc(N2CCOCC2)c([N+](=O)[O-])c1)N1CCN(S(=O)(=O)c2cccs2)CC1,-26,-10,0.0,-6,1.5,-1,2,10
Cc1ccc(NC(=O)COC(=O)Cn2cnc3ccccc32)c([N+](=O)[O-])c1,8,1,0.1,-6,0.1,1,-10,5
Cc1ccc(NC(=O)C2CCN(S(C)(=O)=O)CC2)cc1Cl,11,29*,0.0,-6,-1.6,-2,-2,-4
COCC(=O)N1CC(=O)N2[C@H](C1)[C@@H](c1ccc(Br)cc1)[C@@H]2CO,-17,-4,0.0,-1,-1.1,5,·,9
CC(C)NC(=O)N(C)C[C@@H]1Oc2ccc(NC(=O)Cn3cnnn3)cc2CC(=O)N([C@H](C)CO)C[C@@H]1C,2,-9,0.0,3,-1.7,-6,16,19
CCc1ccc(-c2cc(C(=O)O)c3ccccc3n2)s1,-57,-1,0.0,2,0.5,-6,-8,1
COc1ccc(-c2cnc3c(c2)C(=O)N([C@@H](C)CO)C[C@H](C)[C@@H](CN(C)C(=O)Cc2ccccn2)O3)cc1,·,2,0.3,-4,1.6,1,-5,-8
O=C(Cc1n[nH]c(=O)c2ccccc12)N/N=C/c1cc2c(cc1Cl)OCO2,5,-10,0.0,2,0.3,7,-15,-1
CC(C)C#Cc1cnc2c(c1)C(=O)N([C@@H](C)CO)C[C@H](C)[C@@H](CN(C)Cc1ccc3c(c1)OCO3)O2,-17,-3,-1.6,5,·,-2,-2,-19
CC1CCN(C(=O)c2cc(Cl)ccc2NC(=O)c2ccco2)CC1,-16,-1,0.2,-2,-2.8,-2,-22,14
O=Cc1cccc(OCc2cn(CC(=O)c3ccc(O)cc3)nn2)c1,-6,7,0.2,6,-2.2,-2,·,2
O=C(CCC(=O)NNC(=O)c1ccc([N+](=O)[O-])cc1)NCc1ccccc1,17,-5,0.3,6,2.7,-2,-13,-8
O=C(Nc1ccccc1)Nc1nc(-c2ccc(Cl)cc2)cs1,29,·,-0.1,3,-2.7,-4,-4,·
O=C1COc2cc(ccc2[N+](=O)[O-])Oc2ccc(cc2Cl)C(=O)CCCCO1,11,9,0.0,4,0.6,2,-3,7
O=C(CCN1C(=O)/C(=C/c2ccc(F)cc2)SC1=S)Nc1cccnc1,2,-7,0.1,0,-0.3,5,8,-13
CCOc1ccc(N2C(=O)CC(NCCNc3ccc(C(=O)c4cccs4)cc3)C2=O)cc1 (stereo not drawn),20,0,0.0,10,0.2,2,4,10
CCN(CC)c1ccc(NC(=S)NC(=O)Cc2ccccc2)cc1,14,·,0.0,·,·,·,8,-16
Cc1ccc2nc(C)c(C(=O)N/N=C/c3cccs3)n2c1,12,8,0.2,1,0.7,-10,12,-5
COc1ccccc1Cn1c(C)c(C(=O)NCc2ccc(C#N)cc2)sc1=O,13,?,0.0,-3,3.1,7,·,-16
SMILES,PAX8 inh HTS,DENV2 CPE rescue,XiGFP reactiv,ERp5 block,CFTR F508del cor,EWS-Fli block,ARNT-TACC3 inh,INS-1E GSIS act
Cc1ccc(C(=O)NNC(=O)CCC(=O)NCc2ccccc2)cc1Br,-1,-3,0.0,-4,-7.2,·,-4,12
OC(c1ccccc1)C(Nc1ccccn1)c1ccccc1 (stereo not drawn),-7,3,0.0,-5,0.2,-6,-4,6
C[C@@H]1CN([C@H](C)CO)C(=O)Cc2cc(NC(=O)CCC(F)(F)F)ccc2O[C@@H]1CN(C)C(=O)Nc1ccc(F)cc1,-2,?,-0.5,-2,-1.4,-3,-8,60
COc1cccc(-c2cnc3c(c2)C(=O)N([C@H](C)CO)C[C@H](C)[C@H](CN(C)S(=O)(=O)c2cccc(F)c2)O3)c1,·,·,-2.0,·,0.8,-16,·,-7
C[C@H]1CN([C@@H](C)CO)C(=O)Cc2cc(NC(=O)Nc3ccc4c(c3)OCO4)ccc2O[C@@H]1CN(C)S(=O)(=O)c1ccccc1,·,14,-0.7,-1,0.4,-7,·,1
CC1(C)CC(NC(=O)c2cc(S(=O)(=O)N3CCCCC3)ccc2Cl)CC(C)(C)N1,-2,3,0.1,1,1.8,3,·,5
CN(C)C(=O)c1ccc(NC(=O)CN2CCc3cc4c(cc3C2)OCCCO4)cc1,-5,1,0.3,-13,1.6,4,-1,-4
C[C@H](CO)N1C[C@H](C)[C@@H](CN(C)Cc2ccncc2)Oc2ccc(NS(=O)(=O)c3ccccc3)cc2C1=O,-12,3,-1.4,4,-3.5,-3,-5,5
C[C@@H]1CN([C@H](C)CO)C(=O)Cc2cc(NC(=O)Nc3cccc4ccccc34)ccc2O[C@@H]1CN(C)S(C)(=O)=O,9,-5,-0.1,1,-0.4,·,-6,1
Cc1noc(C)c1S(=O)(=O)Nc1cccc2c1O[C@@H](CN(C)CC1CCCCC1)[C@@H](C)CN([C@@H](C)CO)C2=O,-9,3,-0.9,-3,-1.3,-6,-7,20
CCCCN(C)C(=O)c1c[nH]c2ccc(S(=O)(=O)N3CCOCC3)cc2c1=O,-4,1,0.0,-2,-0.5,0,-7,10
COc1ccc(C)cc1S(=O)(=O)NCC(c1ccc2c(c1)OCO2)N1CCN(C)CC1 (stereo not drawn),0,1,-0.1,0,0.1,-3,-2,18
Cc1ccc(C2(SCC(N)C(=O)O)c3ccccc3-c3ccccc32)cc1 (stereo not drawn),21,-9,0.0,-3,-0.6,-7,-3,·
Cc1ccc2sc(N(CCCN(C)C)C(=O)c3nc4ccccc4s3)nc2c1C,12,2,-0.2,2,0.1,21,0,10
Cc1ccc2oc(=O)c3cnn(CC(=O)N(Cc4ccco4)C4CCCCC4)c3c2c1,7,-3,0.0,-1,7.2,1,1,·
C[C@H]1CCCCO[C@H](CN(C)CC2CCCCC2)[C@@H](C)CN([C@@H](C)CO)C(=O)c2cc(NC(=O)Cc3ccccc3)ccc2O1,-5,-1,0.1,5,-0.5,8,-6,-8
COc1ccc2[nH]c(=O)c(CNc3ccccc3C)cc2c1,-10,-5,0.0,-5,0.7,-93,-8,-13
Oc1ccc2ccccc2c1C1Nc2cccc3cccc(c23)N1,·,4,·,2,-1.0,12,9,·
C[C@H]1CN([C@@H](C)CO)S(=O)(=O)c2ccc(-c3cncnc3)cc2O[C@H]1CN(C)C(=O)Cc1ccncc1,-14,15,-0.2,-6,1.9,-8,-19,27
COc1ccccc1C(=O)NC(=O)COC(=O)C1CC1C (stereo not drawn),9,0,0.0,8,-4.8,3,-2,4
O=C(O)c1cc(Cl)c2c(c1)OCO2,-11,-9,0.0,-4,-1.6,2,10,-6
C[C@@H]1CCCCO[C@@H](CN(C)S(=O)(=O)c2ccc(Cl)cc2)[C@H](C)CN([C@@H](C)CO)C(=O)c2cc(NC(=O)Nc3ccc4c(c3)OCO4)ccc2O1,34,-3,-0.1,-3,1.0,7,1,12
C[C@@H]1CCCCO[C@@H](CN(C)S(=O)(=O)c2ccc(F)cc2)[C@H](C)CN([C@H](C)CO)C(=O)c2cc(NS(=O)(=O)c3ccccc3)ccc2O1,40,-3,0.2,-2,-3.9,14,2,-18
CCOC(=O)C(=NC(C)C)NNc1cc(Cl)ccc1Cl,20,-4,0.0,0,·,-1,3,-4
Cc1cc(C(=O)COc2ccc(F)cc2Br)c(C)n1C,-26,·,0.1,-3,-1.0,-47,-3,2
SMILES,PAX8 inh HTS,DENV2 CPE rescue,XiGFP reactiv,ERp5 block,CFTR F508del cor,EWS-Fli block,ARNT-TACC3 inh,INS-1E GSIS act
Cc1c2cnn(CC(=O)NCCCN3CC(C)CC(C)C3)c(=O)c2c(C)n1Cc1ccc(Cl)cc1 (stereo not drawn),24,14,0.1,-5,3.7,9,·,3
C[C@@H]1CN([C@@H](C)CO)C(=O)c2cccc(NC(=O)c3cnccn3)c2O[C@@H]1CN(C)S(=O)(=O)c1ccccc1,-6,·,0.0,·,1.2,2,·,12
c1ccc(Cn2cc(-c3ccccc3)cn2)cc1,-104,-2,0.4,4,-2.4,-5,-10,5
O=C(NC1CCN(C(=O)Nc2ccccc2Cl)CC1)c1ccccc1,13,-2,0.2,0,-0.1,15,-3,7
C=CCOc1ccc(/C=C/C(=O)OCC(=O)NCC2CCCO2)cc1 (stereo not drawn),-20,·,0.1,-2,1.5,6,-1,1
C[C@H]1CN([C@@H](C)CO)C(=O)c2cccc(NC(=O)C3CCOCC3)c2O[C@H]1CN(C)C(=O)Nc1cccc2ccccc12,11,-1,0.3,4,0.2,-7,-1,6
COc1cccc(-c2ccc(C3[C@H]4CNC[C@@H]3N4C(=O)Nc3cc(F)ccc3F)cc2)c1 (stereo partly drawn),-23,-14&-4,0.0&0.0,-2&-4,-0.4&1.3,-5,·,-9&9
Cc1nc(C(F)(F)F)ccc1C(=O)Nc1ccccc1N1CCOCC1,-10,-2,0.0,1,-2.4,2,-3,-16
CC(C)C#Cc1ccc2c(c1)O[C@@H](CN(C)C(=O)c1cccnc1)[C@H](C)CN([C@@H](C)CO)S2(=O)=O,·,7,-0.5,6,3.6,-2,1,-4
O=C(Oc1ccccc1C(=O)Nc1ccccc1)c1ccccc1Br,-19,8,0.1,2,·,53*,-2,·
CC(C=CC(O)=C1C(=O)CNC1=O)=C[C@@H](C)C1OC2(C)OC(C(=O)C3O[C@@]32C)C1C (stereo partly drawn),-7,0,0.2,0,1.7,-3,·,-3
S=C(NCc1cccnc1)Nc1ccc(Cl)c(Cl)c1,·,4,·,-85,-3.6,3,-2,-29
C[C@H]1COC(=O)[C@@H](CC(=O)OC(C)(C)C)C/C=C\C[C@@H](CC(=O)N[C@H](CO)Cc2ccccc2)C(=O)N1,-1,-6,0.1,3,-0.8,-11,-3,3
Cc1cccc(C(=O)NNC(=O)c2c(O)c3ccccc3n(C)c2=O)c1,-1,-7,0.1,5,-0.2,15,-4,-24
Cc1[nH][nH]c(=O)c1C=NCc1cccs1,-4,1,0.0,1,-1.2,8,3,18
O=C(O)CCCC(=O)Nc1ccc(OCc2nc3ccccc3s2)cc1,-62,3,0.0,-2,0.2,-60,-2,3
COCC(=O)N1CCCCN2[C@@H](CO)[C@@H](c3ccc(C#Cc4cccnc4)cc3)[C@@H]2C1,6,-5,0.0,-1,0.5,-5,-2,27
OCCn1cnc2c(SCc3ccccc3)ncnc21,-38,-1,-0.1,-14,-3.8,-60,-2,50
O=C(CCCCCNC(=O)c1ccccc1Br)N=Nc1c(O)[nH]c2ccccc12,15,0,0.0,1,-1.9,5,-11,0
